NCI-60 one-dose screen, 48 h, at 10 µM unless noted. Numbers give growth in % (100 = growth as untreated, 0 = no growth, -100 = all killed).
ACHN: ACHN renal cancer; hit rate 4.9% among 81,000; AID 1794771
CAKI-1: CAKI-1 renal cancer; hit rate 4.7% among 75,000; AID 1794772
TK-10: TK-10 renal cancer cells; AID 1794769; hit rate 3.9% among 81,000
786-0: 786-0 renal cancer cells | hit rate 5.1% among 81,000 | AID 1794775
SN12C: SN12C renal cancer cells. AID 1794767. hit rate 3.8% among 81,000
UO-31: UO-31 renal cancer. hit rate 5.2% among 81,000
IGROV1: IGROV1 ovarian cancer. hit rate 4.7% among 79,000. AID 1794786
NCI/ADR-RES: NCI/ADR-RES ovarian cells; hit rate 4.4% among 81,000
* hit, by the source's call; . = no result given; & = joins results of further samples. How the source made its calls: active means growth percent below 10; inactive means the rest.

SMILES	ACHN	CAKI-1	TK-10	786-0	SN12C	UO-31	IGROV1	NCI/ADR-RES
COc1ccc2oc(=O)cc(C3c4[nH]c5ccccc5c4CCN3S(=O)(=O)c3ccc(C)cc3)c2c1 (configuration not stated)	89	71	106	100	.	63	68	91
O=S(=O)(NCCCNc1nccc(-n2cnc3ccccc32)n1)c1ccccc1	96	87	103	99	94	75	107	86
Cc1c(C)c(C)c([N+](=O)[O-])c([N+](=O)[O-])c1C	99	91	91	94	99	82	122	99
CCNc1ncnc2c1cnn2C	97	102	100	94	97	83	.	102
CCCCCCN=Cc1c(O)c(O)c(C(C)C)c2cc(C)c(-c3c(C)cc4c(C(C)C)c(O)c(O)c(C=NCCCCCC)c4c3O)c(O)c12	106	96	104	105	108	77	105	97
OC1CSSC1Cn1cnc2c(Nc3ccc(OCc4cccc(F)c4)c(Cl)c3)ncnc21 (configuration not stated)	16	20	-6.0*	69	30	12	41	1.9*
Cc1c(C(=O)Nc2nc3ccccc3s2)nnn1-c1ccccc1F	95	90	93	90	96	80	86	92
c1ccc(-c2nnc3nc(N4CCCCC4)nc(N4CCCCC4)n23)cc1	92	105	89	76	93	74	121	71
C#CC[N+]1(CC#CCCC[N+]2(CC#C)CCCC2)CCCC1	102	101	.	92	99	96	100	103
COCCCn1cnn2c(=O)c3ccccc3nc2c1=O	110&102	96&96	105&119	107&98	111&106	94&84	122&135	109&106
N#Cc1c(-c2cccnc2)nc(N=Nc2c(O)[nH]c3ccc(Br)cc23)[nH]c1=O	104	90	110	98	97	80	100	101
Nc1ncnc2c1c(C(F)(F)F)cn2[C@@H]1O[C@H](CO)[C@@H](O)[C@H]1O	.	.	4.2*	14	16	2.1*	13	7.4*
CC(=O)N[C@H]1CC[C@H]2[C@@H]3CCC4=CC(=O)CC[C@]4(C)[C@H]3CC[C@]12C	103	103	.	96	101	97	108	92
CN(C)C(=S)SCC(N)=O	100	89	94	95	95	.	102	102
CCN(CC)CCCc1ccccn1	.	.	97	99	97	92	101	96
O=C(C[n+]1cccc2cc[nH]c21)c1ccc(Br)cc1	97	78	141	.	86	72	68	94
Cc1ccc(-c2nc([P+](c3ccccc3)(c3ccccc3)c3ccccc3)c(N3CCOCC3)o2)cc1	8.2*	13	21	16	1.4*	12	1.5*	86
Cn1cc(-c2cnn3c(N)c(Br)c([C@@H]4CCCNC4)nc23)cn1	20	17	33	37	38	28	37	52
C1CC(=NN=C2CCSCC2)CCS1	102	103	96	124	100	84	107	110
Cc1nnc2c3nnc(Cc4ccccc4)n3c3ccccc3n12	92	83	119	108	99	81	89	105
N#Cc1c(-c2ccc(F)cc2)n2c(nc1=O)SC(=O)C2=O	90	86	.	100	91	110	108	95
CCOC(=O)c1nnn(CC(=O)Nc2ccccc2)c1C	104	98	91	105	104	88	106	103
COc1ccc(/C=C/C(=O)c2cc(S(N)(=O)=O)c(OC)cc2OC)cc1	81	64	93	88	61	72	82	86
Clc1cccc(NC2=NCCN=C(Nc3cccc(Cl)c3Cl)SS2)c1Cl	83	73	104	90	95	85	98	85
O=S(=O)(NC1C2c3ccccc3C(c3ccccc32)C1O)c1ccc(Cl)cc1 (configuration not stated)	104	88	102	109	103	75	99	100
CSc1nc(=O)n(Cc2ccc(Cl)cc2)c(=O)n1Cc1ccc(C(=O)O)cc1	98	92	106	113	95	86	114	111
COc1cc(/C=C/c2c(C(C)=O)c(C)nc3ccccc23)cc(OC)c1OC	38	25	79	42	35	37	32	23
O=C(O)c1ccc(-n2cc(C(c3oc(CO)cc(=O)c3O)c3oc(CO)cc(=O)c3O)c(-c3ccc(F)c(F)c3)n2)cc1	101	90	.	93	103	89	105	102
O=S(=O)(c1ccccc1)n1cc2c(c1-c1ccccc1)CCc1sc(Nc3ccccc3)nc1-2	78	76	100	90	77	70	115	77
CCC(C#N)N(Cc1ccc(CN(C(=O)c2ccccc2)C(C#N)CC)cc1)C(=O)c1ccccc1 (configuration not stated)	79	66	76	86	82	56	74	82
CCCC/C(=C\c1ccccc1)C(=O)O	108	104	104	102	106	95	115	100
Cc1ccc(C(=O)CSc2nnc(-c3cnccn3)n2-c2ccccc2)cc1	106	102	.	78	99	101	109	99
O=C(NCCNc1nccc(-n2ccc3cccnc32)n1)c1ccccc1	100	92	120	100	101	101	99	98
CNC(=O)c1ccccc1	.	.	91	105	103	90	98	102
CCCCOc1nc2ccc(C)cc2cc1/C=C/C(=O)/C=C(/C=C/c1cc2cc(C)ccc2nc1OCCCC)OB(F)F	106	99	99	101	104	90	114	101
CCN1C(=O)N(CC)C2SC(N/N=C/c3ccccc3F)=NC21 (configuration not stated)	34	31	88	31	35	50	28	5.6*
C=C1C(=O)O[C@H]2[C@H]1CC/C(COC(=O)c1ccc(C(=O)O)s1)=C\CC[C@@]1(C)O[C@@H]21	17	8.4*	13	42	-8.6*	29	-27*	42
N#Cc1cnn2ccn(C3OC(CO)C(O)C3O)c12 (configuration not stated)	99	.	114	93	101	91	104	98
COC(=O)c1ccc(NN)cc1	104	86	109	97	94	81	.	112
O=C(/C=C/c1ccc2c(c1)OCO2)/C=C/c1ccc2c(c1)OCO2	106	119	121	106	116	93	101	105
CC(=O)Oc1ccccc1C(=O)O	97&104&101	98&107&103	92&110&129	98&108	108&90&102	79&88&91	102&103&109	102&101&108
O=C(O)CC=C(c1ccccc1)c1ccccc1	99	105	78	109	97	90	99	103
Oc1cccc(CNC2CCCCC2)c1	107	106	105	102	106	87	108	110
O=C1[C@@H]2Cc3c([nH]c4ccccc34)[C@H](c3c(Cl)cccc3Cl)N2C(=O)CN1C1CCN(Cc2c(F)cccc2F)CC1	82	79	106	99	51	75	60	85
CCCNc1nc2ccccc2c2c(=O)c3ccccc3sc12	89	.	.	96	89	82	86	93
[2H]C([2H])([2H])Oc1ccc(/C=C/C(=O)/C=C(O)/C=C/c2ccc(OC([2H])([2H])[2H])c(OC([2H])([2H])[2H])c2OC([2H])([2H])[2H])c(OC([2H])([2H])[2H])c1OC([2H])([2H])[2H]	88	79	101	91	94	72	97	90
N#Cc1c2ccccc2nc2ccccc12	.	98	.	98	94	78	108	100
CC1=CC2(C)/C=C(C)/C=C\CC(O)/C=C3/C=CC(=C4C(=O)OC2(CC1C)C4=O)OC3 (configuration not stated)	-95*	-90*	-87*	-92*	-41*	-53*	-49*	-62*
O=C(O)c1cc(Cl)ccc1NS(=O)(=O)c1ccccc1	103	100	.	111	99	91	110	114
N#Cc1cc2ccncc2c2ccccc12	80	69	79	93	93	75	85	90
COc1ccc(-c2cc(-c3nnc(SC/C(=N\O)c4ccccc4)n3-c3ccccc3)c3cc(OC)ccc3n2)cc1	94	.	114	111	97	97	118	101
O=C1C(c2c[nH]c3ccccc23)=C(c2coc3ccc(O)cc23)C(=O)N1O	102	84	163	107	100	68	83	106
Cc1onc(-c2ccccc2Cl)c1C(=O)Nc1ccccc1CC1c2ccccc2CCN1C (configuration not stated)	92	.	107	89	95	68	86	110
COc1ccc(NC(=O)Nc2ccc(Nc3nc(C)cc(Nc4ccc(C)cc4)n3)cc2)cc1	-100*	.	-96*	-94*	-71*	-91*	-70*	-56*
O=C(O)/C=C/c1ccccc1[N+](=O)[O-]	98	93	101	114	.	64	.	108
COc1ccccc1C1SCC(=O)N1NC(=O)c1ccc(C)nc1 (configuration not stated)	98	76	133	100	98	77	81	99
O=C(NNc1ncnc2ccccc12)Nc1ccccc1	96	89	.	105	105	89	91	102
Nc1ccc(S(=O)(=O)Nc2nccs2)cc1N=Nc1ccccc1[N+](=O)[O-]	93	98	95	104	93	60	98	104
CCOC(=O)C(COS(C)(=O)=O)(COS(C)(=O)=O)C(=O)OCC	103	100	111	108	104	96	104	103
CN(C)c1cccc2c(S(=O)(=O)Nc3cccc(-c4csc(NC(=O)CCCCCN5CCN(c6ccc7c(c6)C(=O)N(C6CCC(=O)NC6=O)C7=O)CC5)n4)c3)cccc12 (configuration not stated)	107	97	108	93	97	85	100	100
New compounds follow:
SMILES	ACHN	CAKI-1	TK-10	786-0	SN12C	UO-31	IGROV1	NCI/ADR-RES
Clc1ccccc1/C=C/c1nn2c(-c3ccncc3)nnc2s1	104	88	126	97	103	93	102	106
NC(=O)C1(C(N)=O)CCC1	99	87	104	96	104	86	113	101
Cc1ccc(-c2ccnc3c2c(-c2ccc(Cl)cc2)nn3-c2ccccc2)cc1	96	88	127	101	95	89	98	98
O=[N+]([O-])c1ccc(N/N=C/c2cccc3ccccc23)cc1	99	94	110	101	100	93	84	109
CN(C)S(=O)(=O)Oc1ccc(-c2ccc3occc3c2)cc1	108	90	104	105	98	92	106	107
CCOC(=O)c1c(C)oc2ncnc(N3CCN(C(=O)COc4ccc(SC)cc4)CC3)c12	94	83	103	96	95	74	90	86
O=C1OC(CN(Cc2ccccc2)Cc2ccccc2)CN1/N=C/c1ccc([N+](=O)[O-])o1 (configuration not stated)	70	.	96	102	83	54	74	74
CC1CN(Cc2ccco2)C(=S)N(c2ccccc2)C1=O (configuration not stated)	94	60	100	103	92	90	106	108
c1ccc2c(c1)OCCC2(c1c[nH]c2ccccc12)c1c[nH]c2ccccc12	62	63	64	77	79	44	73	77
Cc1c(C)c2c(c(C)c1NC(=O)CCC(=O)O)CCC(C)(CCCC(C)CCCC(C)CCCC(C)C)O2 (configuration not stated)	110	119	133	106	100	117	114	108
C1=C2CCCCC3=Cc4ccccc4OC23Oc2ccccc21	108	.	90	95	91	90	108	95
O=C(N/N=C/[C@@H]1C[C@H](CO)C2CCC[C@@H]21)c1ccncc1 (some centres not stated)	105	.	97	98	90	89	105	106
O=C(O)CCCCCCCCCCN1C(=O)/C(=C/c2cn(-c3ccccc3)nc2-c2ccc(OCc3ccccc3Cl)cc2)SC1=S	99	100	97	103	98	73	96	102
COc1cc(F)c(-c2nc3c(C)cccc3n2Cc2c(F)cccc2F)c(F)c1	101	.	90	86	92	72	69	78
N#CC1=C(N)Oc2c(ccc3ccccc23)C1c1ccc(Cl)cc1 (configuration not stated)	89	49	164	100	91	55	67	82
N#C/C(C(=O)Nc1ccccc1)=c1\s/c(=C\Nc2ccc(F)cc2)c(=O)n1-c1ccccc1	95	77	91	88	94	64	106	66
CN(C)c1ccc(/C=C2\S/C(=N/c3nnc(-c4ccc(O)cc4)s3)NC2=O)cc1	37	.	72	63	53	32	46	46
Cc1c(Nc2nnc(SCC(=O)Nc3sc4c(c3C#N)CCCC4)s2)c(=O)n(-c2ccccc2)n1C	100	110	135	108	106	97	104	100
Oc1cccc(-c2nc(-c3nnc(Nc4ccc(Br)cc4)o3)cc3c2[nH]c2ccccc23)c1	74	99	46	67	64	88	97	103
O=C(Nc1ccc(Nc2ccncc2)cc1)c1ccc(Nc2ccnc3ccc([N+](=O)[O-])cc23)cc1[N+](=O)[O-]	66	89	102	50	68	53	.	52
O=C(NNC(=O)c1cccc([N+](=O)[O-])c1)c1cccc([N+](=O)[O-])c1	.	.	106	97	107	82	114	106
CCCCCCCC[C@@H]1N[C@@H](C(=O)OC)Cc2c1[nH]c1ccccc21	95	79	101	96	97	74	83	87
Cc1noc(C)c1-c1cc(O)cc(C(O)c2ccccc2)c1 (configuration not stated)	61	24	13	55	74	17	46	59
COC(=O)c1ccc2[nH]c(O)c(C(=Nc3ccc(N(C)C(=O)CN4CCN(C)CC4)cc3)c3ccc([N+](=O)[O-])cc3)c2c1	54	19	72	33	27	66	19	104
c1nc(C2OCCO2)sc1CN1CCOCC1	97	90	89	101	100	90	105	100
CCOC(=O)c1c(C)oc2ncnc(Nc3ccc(NC(=O)Nc4cccc(Cl)c4)cc3)c12	57	91	79	79	74	50	78	44
COc1cc(-c2nnc(SCC(=O)Nc3ccc(C(=O)/C=C/c4ccc(Cl)cc4)cc3)n2-c2ccccc2)cc(OC)c1OC	96	.	94	88	108	83	102	99
O=C1c2ccccc2C(=O)c2c1c(C(=O)c1ccccc1)c1ccccn21	92	80	115	98	97	80	86	99
CC(C)c1nc(SCC(=O)c2ccccc2)nc(Nc2ccc(S(N)(=O)=O)cc2)c1C#N	93	91	118	95	98	64	96	102
Cn1c(=O)c2c(nc(Nc3cc(=O)[nH]c(=O)[nH]3)n2CC(=O)Nc2ccc(S(N)(=O)=O)cc2)n(C)c1=O	96	92	105	103	100	87	105	102

Ordered by heavy-atom count (smallest number first): 12 of the compounds above
SMILES	ACHN	CAKI-1	TK-10	786-0	SN12C	UO-31	IGROV1	NCI/ADR-RES
c1nc(C2OCCO2)sc1CN1CCOCC1	97	90	89	101	100	90	105	100
Cc1noc(C)c1-c1cc(O)cc(C(O)c2ccccc2)c1 (configuration not stated)	61	24	13	55	74	17	46	59
O=C(NNC(=O)c1cccc([N+](=O)[O-])c1)c1cccc([N+](=O)[O-])c1	.	.	106	97	107	82	114	106
CCCCCCCC[C@@H]1N[C@@H](C(=O)OC)Cc2c1[nH]c1ccccc21	95	79	101	96	97	74	83	87
O=C1c2ccccc2C(=O)c2c1c(C(=O)c1ccccc1)c1ccccn21	92	80	115	98	97	80	86	99
CN(C)c1ccc(/C=C2\S/C(=N/c3nnc(-c4ccc(O)cc4)s3)NC2=O)cc1	37	.	72	63	53	32	46	46
CC(C)c1nc(SCC(=O)c2ccccc2)nc(Nc2ccc(S(N)(=O)=O)cc2)c1C#N	93	91	118	95	98	64	96	102
CCOC(=O)c1c(C)oc2ncnc(Nc3ccc(NC(=O)Nc4cccc(Cl)c4)cc3)c12	57	91	79	79	74	50	78	44
Cn1c(=O)c2c(nc(Nc3cc(=O)[nH]c(=O)[nH]3)n2CC(=O)Nc2ccc(S(N)(=O)=O)cc2)n(C)c1=O	96	92	105	103	100	87	105	102
O=C(Nc1ccc(Nc2ccncc2)cc1)c1ccc(Nc2ccnc3ccc([N+](=O)[O-])cc23)cc1[N+](=O)[O-]	66	89	102	50	68	53	.	52
COC(=O)c1ccc2[nH]c(O)c(C(=Nc3ccc(N(C)C(=O)CN4CCN(C)CC4)cc3)c3ccc([N+](=O)[O-])cc3)c2c1	54	19	72	33	27	66	19	104
COc1cc(-c2nnc(SCC(=O)Nc3ccc(C(=O)/C=C/c4ccc(Cl)cc4)cc3)n2-c2ccccc2)cc(OC)c1OC	96	.	94	88	108	83	102	99
